# High-throughput results deposited in PubChem BioAssay by several laboratories.
# Dynein transport = blocks dynein driven cargo transport along microtubules. hit rate 0.47% among 220,000. 3617.4 mouse cells, GR-EGFP nuclear translocation imaging; test concentration mostly 20 µM; stimulated with dexamethasone, 1 µM; active compounds read low. AID 1381. z-score, hits read low;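 active = plate z-score of nuclear minus cytoplasmic receptor signal below a set negative limit, without overly bright fluorescence or cell loss, cut at about -3.5 in these data, passing the limit was not always enough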;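 also: z-score of nuclear minus cytoplasmic ring GR-EGFP intensity difference per well; some compounds called inactive have numbers as strong as hits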
#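 Buffer or medium: tetracycline-free induction medium containing charcoal-stripped FBS / Reagent: dexamethasone agonist, 1.0 µM final, for 30 min / Technique: automated 10x imaging of fixed Hoechst-stained cells / Times: induction 48 h, compound 1 h, agonist 30 min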
# P. falciparum M17LAP = P. falciparum M17LAP inhibitors, primary screen, biochemical, fluorogenic H-Leu-NHMec substrate, 1536-well (AID 1619); recombinant M17LAP, H-Leu-NHMec fluorogenic kinetic assay; higher % means a stronger effect; inhibition, % at 30 µM; hits with a dose series show IC50 in µM; hit rate 0.38% among 220,000;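 active = compound inhibiting the enzyme by more than half at any dose during confirmatory dose-response retesting; inconclusive = strong single-dose inhibitors picked by rank but not retested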;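 also: plate controls were full reaction with DMSO carrier for no effect and no enzyme background for full effect; strong numbers were not always called active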
# M1AAP inhibition = P. falciparum M1AAP inhibitors, biochemical, fluorogenic H-Leu-NHMec substrate, 1536-well (AID 1445). inhibition, % at 30 µM; hits with a dose series show IC50 in µM. recombinant M1AAP, H-Leu-NHMec fluorogenic kinetic assay; higher % means a stronger effect. hit rate 0.42% among 220,000;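 active = primary inhibition above the hit cutoff, then over 50% inhibition at one or more dose response concentrations, cut at about 23% in these data, passing the limit was not always enough; inconclusive = conflicting primary data, or primary hits not chosen for dose response; inactive = low primary inhibition, or under 50% at every dose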;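 also: plate controls were DMSO full reaction for no effect and no enzyme background for full effect; strong numbers were not always called active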
# AID2073 = inhibitors of Mint1-CaV2.2 protein interaction, biochemical, HTRF (AID 2073) | HTRF protein-protein interaction, Mint1-CaV2.2; higher % means a stronger effect | one-dose inhibition, % at 20 µM; IC50 in µM for titrated hits | hit rate 0.19% among 290,000; in the data active = inhibition mostly above about 51%, no sharp cut-off; inconclusive = no clear call, values can overlap the other calls; inactive = mostly below about 53%; also: some results filed as inactive read as strong as hits
# KOR beta-arrestin-1 = kappa opioid receptor blockers – cell-based, luminescence, uHTS (AID 1778) | KOR beta-arrestin recruitment, luminescence, antagonist mode; higher % means a stronger effect | inhibition, % at 10 µM, or IC50 in µM where a hit was titrated | hit rate 0.091% among 290,000; also: strong numbers were not always called active
# NOD1 NF-kB reporter = inhibition of NOD1-driven NF-kB reporter – cell-based, luminescence, uHTS, primary screen (AID 1578). hit rate 1% among 290,000. one-dose inhibition, % at 4 µM; EC50 in µM for titrated hits. NOD1-driven NF-kB luciferase reporter cells, luminescence; higher % means a stronger effect; in the data active = inhibition mostly above about 36%, no sharp cut-off; inactive = mostly below about 34%;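 also: HEK-293T reporter cells stimulated with the NOD1 agonist gamma-tri-DAP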
# KOR beta-arrestin-2 = KOR agonists, beta-arrestin recruitment, primary screen, cell-based, luminescence, uHTS (AID 1777); KOR beta-arrestin recruitment, luminescence; higher % means a stronger effect; activation, % at 10 µM; hits with a dose series show EC50 in µM; hit rate 0.02% among 280,000; in the data active = activation above about 50%, passing the limit was not always enough; also: a part of the inactive calls stands beside numbers as strong as those of hits
# GPR55 activation = selective activators of receptor GPR55 – imaging, U2OS cells, beta-arrestin-GFP redistribution, primary screen (AID 1961); U2OS GPR55 beta-arrestin-GFP redistribution imaging; higher % means a stronger effect; activation, % at 10 µM; hits with a dose series show EC50 in µM; hit rate 0.048% among 290,000;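 active = activation above 40% with more than 50 cells counted in the well; inconclusive = wells holding fewer than 50 cells, flagged as toxic or sparse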;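 also: U2OS osteosarcoma cells stably expressing GPR55 and beta-arrestin-GFP; plate controls were DMSO negative control for no effect and LPI positive control for full effect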
# HEK293 NOD2/NF-kB = inhibition of NOD2-driven NF-kB reporter – cell-based, luminescence, uHTS, HEK293 (AID 1566) | one-dose inhibition, % at 4 µM; EC50 in µM for titrated hits | HEK293 NOD2/NF-kB luciferase reporter, luminescence; higher % means a stronger effect | hit rate 0.63% among 290,000; also: many of its hits are not listed in these tables
# Dynein transport cytoplasmic EGFP = recorded beside Dynein transport, whose call it bears; z-score; measured here: cytoplasmic GR-EGFP intensity; active compounds read high
# Dynein transport nuclear GR-EGFP = second read-out of Dynein transport, no call of its own (marks repeat the call); z-score; measured here: nuclear GR-EGFP intensity;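 lower value marks the stronger effect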
# Dynein transport cell count = further read-out of Dynein transport, marked with its call; z-score; measured here: cell count per field
# The depositor's hits bear a star; ? = inconclusive; . = not tested or not shown; [ ] = another dose, or the depositor's remark. Rule as the data show it, unless noted: active = inhibition above about 50%; inactive = the rest. Only part of the results is shown (hit frequency here may not be typical).
# Each structure is followed by: Dynein transport	Dynein transport cytoplasmic EGFP	Dynein transport nuclear GR-EGFP	Dynein transport cell count	P. falciparum M17LAP	M1AAP inhibition	AID2073	KOR beta-arrestin-1	NOD1 NF-kB reporter	KOR beta-arrestin-2	GPR55 activation	HEK293 NOD2/NF-kB
O=C(c1cc(S(=O)(=O)N2CCOCC2)c(Cl)cc1Cl)N1CCCCC1
    0.047	-0.23	0.43	-0.065	8%	4%	2%	2%	15%	1.9%	0.1%	2%
COC(=O)[C@H](Cc1ccccc1)NC(=O)Nc1ccc(OC)cc1
    1.4	-0.21	1.2	-1.1	8%	2%	-10%	-18%	-6%	0.8%	-0.1%	13%
CCOC(=O)c1c(-c2ccc(OC)cc2)csc1NC(=O)CSc1nnc(C)c(=O)[nH]1
    -0.25	-0.28	0.6	-0.069	16%	3%	25%	6%	-19%	-6.4%	-0.3%	20%
CCC(C(=O)NC1CCCC1)N(Cc1ccccc1Cl)C(=O)c1snc(C(N)=O)c1N (centres undefined)
    .	.	.	.	.	.	3%	-22%	-10%	1.7%	0.3%	-13%
CC(C)n1cc(CN2CCC(n3nccc3NC(=O)Cc3ccccc3)CC2)cn1
    .	.	.	.	.	.	11%	8%	4%	-2.1%	0.7%	-1%
CC(C)(C)NC(=O)c1oc2ccccc2c1COc1ccccc1
    -0.18	-0.21	-0.064	0.99	4%	-2%	38%	-39%	-18%	-3.7%	0.4%	-10%
COc1cccc(C(=O)/C(C#N)=N/Nc2cccc(-c3ccnc(C)n3)c2)c1
    1.2	-0.23	0.46	-0.94	-8%	9%	8%	0%	20%	0.3%	0.7%	9%
NC(=O)CSc1oc(-c2ccco2)nc1S(=O)(=O)c1ccc(Cl)cc1
    .	.	.	.	.	.	9%	-28%	-13%	1.3%	-0.1%	16%
COc1cccc(CN(C)CC2CCCN(CCc3ccc(Cl)cc3)C2)c1OC (centres undefined)
    .	.	.	.	.	.	3%	-48%[20 µM]	-20%	0.9%	-0.3%	-47%
Cc1cc(Cl)ccc1C(=O)C1CCCN(C(=O)c2nonc2C)C1 (centres undefined)
    .	.	.	.	.	.	?	-14%	15%	0.0%	-0.1%	26%
O=C(CNS(=O)(=O)c1ccc2ccccc2c1)OCc1csc(-c2ccccc2)n1
    -0.82	-0.3	-0.71	0.85	17%	3%	-10%	24%	-9%	-2.1%	0.2%	0%
O=C(N/N=C1/CC(c2ccccc2)Oc2ccccc21)C1CC1 (centres undefined)
    0.092	-0.21	0.23	-0.76	2%	5%	10%	-8%	-19%	-3.3%	-0.2%	0%
O=S(=O)(NN1CCOCC1)c1ccc(Br)s1
    .	.	.	.	.	.	39%	3%	-35%	0.5%	0.0%	2%
CC(C)CCN(C(=O)Nc1ccc(Cl)cc1)C1CCN(C(C)C)CC1
    1.1	-0.075	0.97	-1	-4%	2%	48%	-25%	-17%	3.7%	0.2%	-12%
CCN(CC)S(=O)(=O)c1cccc2cccnc12
    1.3	-0.12	0.8	-0.45	5%	7%	1%	20%	-10%	2.0%	0.3%	3%
CC1CCC(C(C)C)C(OP(=O)(c2ccc(N(C)C)cc2)C(O)c2cccnc2)C1 (centres undefined)
    0.88	-0.17	1.9	-1.5	0%	1%	6%	-10%	-26%	0.0%	1.1%	12%
COc1ccc(CC(NC(C)=O)C(=O)NC2CCN(C(=O)c3ccc(OC)c(OC)c3)CC2)cc1OC (centres undefined)
    -0.85	-0.26	-0.21	-0.15	-14%	0%	9%	-20%[20 µM]	-31%	.	0.2%	17%
CCOC(=O)c1cn2nc(Oc3ccccc3)ccc2n1
    -0.24	-0.0015	-0.037	0.12	4%	2%	0%	-3%	3%	-1.7%	-0.1%	-39%
COC(=O)c1cccc(NC(=O)CN2CCN(Cc3ccccc3)CC2)c1
    0.34	-0.18	0.15	-0.37	1%	4%	-7%	-12%	-18%	-2.3%	-0.1%	12%
CN1CCN(c2ccc(NC(=O)Cc3ccccc3)cc2)CC1
    0.27	-0.15	-0.052	-1.2	-1%	1%	49%	-9%	-25%	4.5%	0.2%	5%
CCOc1ccc(CN2CCN(Cc3ccc4cc(F)ccc4n3)CC2CCO)cc1 (centres undefined)
    .	.	.	.	.	.	12%	-1%	-7%	0.1%	0.3%	8%
Cc1ccc2nc(C)c(C(=O)N/N=C/c3ccc(C(=O)O)cc3)cc2c1
    -0.49	-0.34	-0.26	0.79	5%	-1%	-10%	-20%	12%	-0.8%	-0.1%	17%
COC(=O)Cn1c(=O)c2c(nc3n2CCCN3CCc2ccc(OC)c(OC)c2)n(C)c1=O
    .	.	.	.	.	.	8%	3%	-14%	-2.5%	0.2%	21%
C[C@H](NC(=O)[C@@H]1Cc2ccccc2CN1C(=O)OC(C)(C)C)C(=O)NCC1CCCO1 (some centres undefined)
    .	.	.	.	.	.	14%	-27%	-20%	-7.0%	0.6%	3%
O=C(O)[C@H](Cc1ccccc1)NC(=O)C(c1ccccc1)(c1ccccc1)c1ccccc1
    -0.65	-0.23	-0.039	0.51	0%	14%	9%	-13%	-4%	-0.4%	0.5%	-2%
O=C(Oc1ccc2ccc(=O)oc2c1)C1CCCCC1
    -0.35	-0.3	-0.61	0.5	-143%	9%	16%	9%	-28%	-0.3%	0.2%	-10%
Cc1ccc(N2C(=O)CC(Sc3ccccc3C(=O)O)C2=O)cc1 (centres undefined)
    -0.11	-0.062	-0.21	-0.24	2%	7%	7%	6%	-33%	-0.3%	-0.2%	2%
O=C(O)C(c1ccccc1)C1(O)CCCC1 (centres undefined)
    0.4	-0.22	-0.069	0.4	-6%	16%	-15%	0%	-16%	1.6%	0.3%	17%
CCCc1cc(=O)oc2c(C)c(OC(C)C(=O)NCC(O)c3ccccc3)ccc12 (centres undefined)
    .	.	.	.	.	.	8%	-22%	-4%	8.1%	-0.2%	22%
Cc1cccc(OCC(=O)Nc2ccccc2-c2ccccc2)c1
    -0.39	-0.3	-0.31	0.67	0%	9%	6%	14%	-23%	-0.4%	-0.2%	-18%

# Among those listed so far, three have an aryl thioether with sulfur outside any ring:
# Each structure is followed by: Dynein transport	Dynein transport cytoplasmic EGFP	Dynein transport nuclear GR-EGFP	Dynein transport cell count	P. falciparum M17LAP	M1AAP inhibition	AID2073	KOR beta-arrestin-1	NOD1 NF-kB reporter	KOR beta-arrestin-2	GPR55 activation	HEK293 NOD2/NF-kB
CCOC(=O)c1c(-c2ccc(OC)cc2)csc1NC(=O)CSc1nnc(C)c(=O)[nH]1
    -0.25	-0.28	0.6	-0.069	16%	3%	25%	6%	-19%	-6.4%	-0.3%	20%
NC(=O)CSc1oc(-c2ccco2)nc1S(=O)(=O)c1ccc(Cl)cc1
    .	.	.	.	.	.	9%	-28%	-13%	1.3%	-0.1%	16%
Cc1ccc(N2C(=O)CC(Sc3ccccc3C(=O)O)C2=O)cc1 (centres undefined)
    -0.11	-0.062	-0.21	-0.24	2%	7%	7%	6%	-33%	-0.3%	-0.2%	2%

# (list continues)
# Each structure is followed by: Dynein transport	Dynein transport cytoplasmic EGFP	Dynein transport nuclear GR-EGFP	Dynein transport cell count	P. falciparum M17LAP	M1AAP inhibition	AID2073	KOR beta-arrestin-1	NOD1 NF-kB reporter	KOR beta-arrestin-2	GPR55 activation	HEK293 NOD2/NF-kB
COc1c(Cl)cc(Cl)cc1C(=O)Nc1ccc(NC(=O)c2cccs2)cc1
    0.93	0.46	0.13	-0.023	2%	1%	11%	8%	.	-1.7%	-0.1%	22%
CC(C)c1nnc(NC(=O)CC23CC4CC(CC(C4)C2)C3)s1
    .	.	.	.	.	.	6%	-30%[20 µM]	35%	1.4%	0.0%	12%
Cc1ccc(NC(=O)CSc2ccccc2NC(=O)c2cccc(Cl)c2)cc1Cl
    0.37	-0.19	0.73	-1.4	2%	-5%	7%	-4%	-25%	-3.0%	0.2%	-5%
CCCCn1c(=O)nc2n(-c3ccccc3C)c3ccccc3cc-2c1=O
    -0.024	-0.34	-0.37	0.73	-132%	5%	2%	3%	-22%	11%	1.0%	6%

# Sorted by molar mass (rising): six of the compounds above.
# Each structure is followed by: Dynein transport	Dynein transport cytoplasmic EGFP	Dynein transport nuclear GR-EGFP	Dynein transport cell count	P. falciparum M17LAP	M1AAP inhibition	AID2073	KOR beta-arrestin-1	NOD1 NF-kB reporter	KOR beta-arrestin-2	GPR55 activation	HEK293 NOD2/NF-kB
O=C(O)C(c1ccccc1)C1(O)CCCC1 (centres undefined)
    0.4	-0.22	-0.069	0.4	-6%	16%	-15%	0%	-16%	1.6%	0.3%	17%
O=C(Oc1ccc2ccc(=O)oc2c1)C1CCCCC1
    -0.35	-0.3	-0.61	0.5	-143%	9%	16%	9%	-28%	-0.3%	0.2%	-10%
Cc1cccc(OCC(=O)Nc2ccccc2-c2ccccc2)c1
    -0.39	-0.3	-0.31	0.67	0%	9%	6%	14%	-23%	-0.4%	-0.2%	-18%
CC(C)c1nnc(NC(=O)CC23CC4CC(CC(C4)C2)C3)s1
    .	.	.	.	.	.	6%	-30%[20 µM]	35%	1.4%	0.0%	12%
Cc1ccc(N2C(=O)CC(Sc3ccccc3C(=O)O)C2=O)cc1 (centres undefined)
    -0.11	-0.062	-0.21	-0.24	2%	7%	7%	6%	-33%	-0.3%	-0.2%	2%
Cc1ccc(NC(=O)CSc2ccccc2NC(=O)c2cccc(Cl)c2)cc1Cl
    0.37	-0.19	0.73	-1.4	2%	-5%	7%	-4%	-25%	-3.0%	0.2%	-5%
